bIAP inhibitor: intestinal alkaline phosphatase (bovine) inhibition | AID 1019 | purified bovine IAP, CDP-star luminescence, 30 min | inhibition, % at 20 µM | 190,000 tested, under 10 active;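 active = over 50% inhibition of intestinal alkaline phosphatase at 20 µM in the single-dose screen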
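Incubation: 30 min reaction at room temperature / Material: purified bovine intestinal alkaline phosphatase (IAP) enzyme / Input: enzyme at 1/65,000,000 dilution / Dosing: 20 µM single dose / Signal: CDP-star luminescence signal / Reagent: CDP-star chemiluminescent phosphatase substrate, 30 µM final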
TNAP inh hiacc: blocks human TNAP under high phosphate acceptor concentration; P05186; purified TNAP, CDP-star luminescence, 1 M DEA; inhibition, % at 20 µM; actives 0.03% (n = 200,000);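 active = over 50% inhibition of tissue-nonspecific alkaline phosphatase at 20 µM in the single-dose screen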;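 also: plate controls were DMSO wells for no effect and EDTA-quenched wells as full inhibition for full effect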
Target sequence (P05186 whole entry, looked up): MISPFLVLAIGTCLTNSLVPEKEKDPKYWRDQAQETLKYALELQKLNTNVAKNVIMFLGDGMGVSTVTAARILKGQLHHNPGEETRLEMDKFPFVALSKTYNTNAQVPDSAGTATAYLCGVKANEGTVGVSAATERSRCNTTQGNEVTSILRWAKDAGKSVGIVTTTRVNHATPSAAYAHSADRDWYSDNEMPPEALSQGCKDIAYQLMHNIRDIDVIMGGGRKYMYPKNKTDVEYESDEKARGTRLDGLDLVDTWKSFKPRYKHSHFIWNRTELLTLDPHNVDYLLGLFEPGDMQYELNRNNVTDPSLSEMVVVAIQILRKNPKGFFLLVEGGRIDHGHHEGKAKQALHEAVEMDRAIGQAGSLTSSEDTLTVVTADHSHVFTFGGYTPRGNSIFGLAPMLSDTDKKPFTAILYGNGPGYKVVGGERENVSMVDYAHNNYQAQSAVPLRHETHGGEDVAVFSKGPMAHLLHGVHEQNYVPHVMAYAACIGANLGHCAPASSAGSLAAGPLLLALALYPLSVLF
FLuc inh counter: Photinus pyralis luciferase inhibition counter-screen | P08659 | ATPLite firefly luciferase biochemical luminescence, 10 min | inhibition, % at 10 µM | actives 1.5% (n = 200,000);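 active = inhibition above about 50% when tested at 10 µM, limit read from the data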
Target sequence (P08659 whole entry, looked up): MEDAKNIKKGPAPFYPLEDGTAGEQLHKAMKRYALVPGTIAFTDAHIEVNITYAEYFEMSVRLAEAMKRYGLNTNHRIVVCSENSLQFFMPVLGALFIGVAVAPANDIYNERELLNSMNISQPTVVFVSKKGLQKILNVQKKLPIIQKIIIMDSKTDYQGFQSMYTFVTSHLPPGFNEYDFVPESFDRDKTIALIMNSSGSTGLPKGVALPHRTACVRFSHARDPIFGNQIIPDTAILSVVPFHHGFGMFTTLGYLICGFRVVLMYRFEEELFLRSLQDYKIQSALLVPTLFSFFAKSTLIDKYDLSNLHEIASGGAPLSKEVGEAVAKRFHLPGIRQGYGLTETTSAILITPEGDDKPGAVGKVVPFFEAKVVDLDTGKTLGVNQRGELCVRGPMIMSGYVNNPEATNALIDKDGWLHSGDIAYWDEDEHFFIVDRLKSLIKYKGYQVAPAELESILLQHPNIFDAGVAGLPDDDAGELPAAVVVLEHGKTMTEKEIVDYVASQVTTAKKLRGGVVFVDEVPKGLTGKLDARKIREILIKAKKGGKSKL
TNAP act hiacc: TNAP (human) activation, high acceptor | activation factor at 20 µM | P05186 | AID 1136 | 200,000 tested, under 10 active | purified TNAP, CDP-star luminescence, 1 M DEA, 30 min; active compounds read high; 0 = EDTA background, 1 = DMSO-only activity;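 active = activation factor at least 2 at 20 µM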
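Measured by: Luminescent substrate turnover signal | Test system: Human TNAP | Input: TNAP 1/800 final | Dosing: 20 µM single point | Schedule: 30 min, room temperature | Controls: EDTA wells as negative control, DMSO wells as positive control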
TNAP inh no acc: inhibitors of human TNAP without phosphate acceptor | P05186 | purified TNAP, CDP-star luminescence, 30 min | inhibition, % at 20 µM | actives 0.26% (n = 200,000);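 active = tissue-nonspecific alkaline phosphatase inhibition above about 50% at 20 µM in the single-dose screen, limit read from the data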;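 also: 0% = DMSO negative control and 100% = EDTA positive control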
FLuc stim CS: affects firefly luciferase, flagging false hits in luciferase stimulation screens; 200,000 tested, under 10 active; ATPlite luciferase biochemical, luminescence, 10 min; 0 = ATP-free wells, 1 = DMSO control; AID 1027; activation factor at 10 µM; P08659;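 active = luciferase activation factor, scaled between plate controls, of at least 2 with compound at 10 µM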
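Assay system: Luciferase/luciferin reagent mix; Medium: PBS as buffer for the ATP substrate; Dosing: test compounds dosed from 2 mM stocks in 100% DMSO; Times: 10 min, room temperature; Signal: luminescence from luciferase reaction; Read-out: luciferase activation; Controls: No-ATP low control, compound-free enzyme-plus-ATP high control.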
bIAP act: increases bovine intestinal alkaline phosphatase activity. purified bovine IAP, CDP-star luminescence, 30 min; active compounds read high; fold of DMSO-control signal, blank-subtracted. activation factor at 20 µM. actives 0.17% (n = 200,000). AID 1016;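 active = activation factor of 2 or more at 20 µM, a signal rise over negative controls twice the positive control's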
APP transl inh: APP translation inhibition; AID 1285; SH-SY5Y APP 5'UTR-luciferase reporter, luminescence; inhibition, % at 2 µM; actives 0.82% (n = 190,000);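 active = inhibition above a set limit, derived from the sample mean plus 3 SD, cut at about 45% in these data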; also: values of inactives mirror those of a sister screen read the other way
Lmaj promast: reduces viability of Leishmania major promastigotes; resazurin fluorescence viability; inhibition, % at 10 µM; actives 9% (n = 200,000); AID 1063; in the data active = inhibition above about 50%;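 also: promastigotes grown with compound for 44 hours at 28 °C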
RAM network inh: blocks the yeast RAM network; S. cerevisiae dse1pr::URA3 reporter, 5-FOA growth OD615, 2 d; analog-sensitive cbk1-as2 kinase mutant strain; inhibition, % at 50 µM; actives 1.8% (n = 190,000);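 active = inhibition above a set limit, 3 SD over mean compound inhibition, cut at about 8.4% in these data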;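 also: 0% = DMSO-only wells with no growth and 100% = 10 µM 1-NA-PP1 full growth; inhibition rescues growth on 5-FOA so higher OD means more RAM inhibition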
* = called active by the depositor; · = not tested or not shown.

SMILES	bIAP inhibitor	TNAP inh hiacc	FLuc inh counter	TNAP act hiacc	TNAP inh no acc	FLuc stim CS	bIAP act	APP transl inh	Lmaj promast	RAM network inh
CCSC1=NSC2=NC(=O)/C(=C\c3coc4ccccc4c3=O)C(=N)N12	18	2	-6	1	-3	1.1	0.8	4	-7	4.2
CCn1c(SCC(=O)N/N=C(\C)c2ccco2)nnc1-c1ccccc1	0	-3	-7	1	-2	1.1	1	8	-5	1.4
Cc1nnc(SC(C)C(=O)Nc2ccc(S(=O)(=O)NC3CCCCC3)cc2)s1 (stereo not given)	-3	-9	-7	1.1	-10	1.1	1	-2	1	0.1
CC(=O)N1CCc2cc(S(=O)(=O)CCC(=O)O)ccc21	4	0	-4	1	-12	1	1	-6	-5	1.9
Cc1cc(C(=O)Cn2nc(C(=O)O)c3ccccc3c2=O)c(C)n1-c1ccc(OC(F)F)cc1	-12	0	36	1	-1	0.6	1.1	-18	6	4.0
CCOc1ccccc1C(=O)N[C@H](C(=O)OCc1cc([N+](=O)[O-])cc2c1OCOC2)C(C)C	4	2	-10	1	8	1.1	1	-6	46	8.8*
Cc1cc(C)c(NC(=O)CN2CCC(NC(=O)NC3CCCCC3)CC2)c(C)c1	-8	-5	-3	1.1	-7	1	1.1	20	-4	0.6
CCNC(=O)CSc1nc(-c2ccc(F)cc2)cs1	14	-2	8	1	-13	0.9	0.9	-23	7	0.6
Cc1ccccc1C(=O)N=c1c(C#N)cc2c(=O)n3cccc(C)c3nc2n1Cc1ccco1	-3	-2	-2	1	-5	1	1	-6	7	0.7
O=C(COC(=O)c1cncc(Br)c1)NC1CC1	8	-6	-10	1.1	-4	1.1	0.9	2	-3	0.8
CC1Cc2cc(/C(O)=C3\C(=O)C(=O)N(CCN(C)C)C3c3ccccc3F)ccc2O1 (stereo not given)	10	-4	-6	1	-13	1.1	0.9	-7	-3	-0.8
CC1C/C(=C/c2cccs2)C(=O)/C(=C/c2cccs2)C1 (stereo not given)	-18	12	-3	0.9	1	1	1.2	-15	-2	8.2
CCOC(=O)C/C(C)=N/NC(=O)CNc1cccc(Cl)c1C	-6	-5	0	1	-26	1	1.1	-11	2	1.6
O=C(CN1CCc2[nH]c3ccccc3c2C1)N1CCCCC1	-10	-2	-2	1	-6	1	1.1	-15	-9	-0.8
O=S(=O)(c1cc(-c2nc3ccccc3s2)ccc1Cl)N1CCOCC1	-6	-3	-4	1	-6	1	1.1	-6	-5	-0.5

Reformatted with bars between the fields: part of the list above
Molecule | bIAP inhibitor | TNAP inh hiacc | FLuc inh counter | TNAP act hiacc | TNAP inh no acc | FLuc stim CS | bIAP act | APP transl inh | Lmaj promast | RAM network inh
O=S(=O)(c1cc(-c2nc3ccccc3s2)ccc1Cl)N1CCOCC1 | -6 | -3 | -4 | 1 | -6 | 1 | 1.1 | -6 | -5 | -0.5
CCNC(=O)CSc1nc(-c2ccc(F)cc2)cs1 | 14 | -2 | 8 | 1 | -13 | 0.9 | 0.9 | -23 | 7 | 0.6

(further entries)
SMILES	bIAP inhibitor	TNAP inh hiacc	FLuc inh counter	TNAP act hiacc	TNAP inh no acc	FLuc stim CS	bIAP act	APP transl inh	Lmaj promast	RAM network inh
NS(=O)(=O)c1ccc(CCNC(=O)c2ccc(Cn3c(=O)[nH]c4ccccc4c3=O)cc2)cc1	-6	2	-4	1	-3	1	1.1	14	-6	4.9
CC1CC(C)CN(CC(=O)Nc2ccc3c(c2)OCCO3)C1 (stereo not given)	-5	-2	1	1	0	1	1.1	-49	0	0.4
COc1cccc(NC(=O)CCC(=O)NCc2ccco2)c1	17	-6	-5	1.1	-11	1	0.8	15	0	0.8
CC1(C)C(C=C(Cl)Cl)C1C(=O)N1CCN(c2ccccc2)CC1 (stereo not given)	6	-4	-4	1	-10	1	0.9	-7	0	2.0
CCOC(=O)CC1(C)SC(NC(C)=O)=NN1C(C)=O (stereo not given)	-13	2	-4	1	-2	1	1.1	4	-3	0.5
Cc1ccc(-c2csc(NC(=O)CSc3nc(C)cc(=O)[nH]3)n2)cc1	-13	-5	2	1	-14	1	1.1	-22	-5	6.2
[N-]=[N+]=CC(=O)CC(c1ccccc1)N1C(=O)c2ccccc2C1=O (stereo not given)	5	-2	0	1	-3	1	1	2	-6	2.8
O=C(CSc1nnc(-c2ccoc2)o1)N1CCOCC1	7	-8	-7	1.1	0	1.1	0.9	-2	-5	0.6
CCN1C(=O)/C(=C\c2cccn2-c2ccc([N+](=O)[O-])cc2)N(CC)C1=S	11	0	-5	1	-13	1	0.9	21	0	1.0
Cn1ccnc1SCC(=O)Nc1cccc(O)c1	12	0	6	1	-5	0.9	0.9	-9	-4	1.8
CCCCn1c(SCC(=O)Nc2ccc3c(c2)OCO3)nc2c1c(=O)n(C)c(=O)n2C	2	0	1	1	-5	1	1	2	13	4.4
CCCc1[nH]n(-c2ccc([N+](=O)[O-])cc2)c(=O)c1C=NCCN1CCNCC1	0	-4	-3	1	-3	1	1	26	13	3.2
Cc1ccc(C(=O)NCC(=O)OCC(=O)NCC(F)(F)F)cc1	-2	-6	-3	1.1	-17	1	1	-38	0	0.8
O=C(NCc1cccnc1)c1ccccc1Br	3	1	-7	1	-9	1.1	1	-14	-3	1.7
O=C(NS(=O)(=O)c1ccccc1)c1ccccc1F	12	-5	-4	1.1	-14	1	0.9	6	-4	0.1
CCCCC(CCC(=O)NNC(=O)Cc1ccccc1)C(=O)O (stereo not given)	2	-1	-2	1	-6	1	1	4	0	2.4
COC(=O)c1ccc(NC(=O)CSc2nnc(COc3ccccc3)n2C)cc1	11	-4	-4	1	-11	1	0.9	-8	3	2.2
Cc1cccc(C)c1N(CC(=O)NN=C1CCCCCC1)S(C)(=O)=O	-21	2	0	1	-16	1	1.2	-16	0	1.8
COCC(=O)N1CCC(n2nnc3cc(F)ccc32)CC1	-4	-1	-5	1	-8	1.1	1	3	-3	1.2
COc1ccc(N/C=C\C(=O)c2ccc(Br)cc2)cc1OC	-7	8	2	0.9	-11	1	1.1	-42	21	3.5
COc1ccccc1N1CC(O)=C(c2nc3ccccc3c(=O)[nH]2)C1=N	-22	1	2	1	-10	1	1.2	14	99*	1.7
CC1CCC(C(C)C)C(OCC(O)CNC(C)c2ccccc2)C1 (stereo not given)	-6	0	-1	1	-9	1	1.1	10	77*	1.4
NC(=O)c1ccccc1NS(=O)(=O)c1ccc(F)cc1	-22	-2	-4	1	-4	1	1.2	-13	0	0.2
Cc1cc2c(c(=O)o1)C1(C(=O)N(CC(=O)O)c3ccccc31)C(C#N)=C(N)O2 (stereo not given)	1	-4	-6	1	-12	1.1	1	-7	2	1.8
O=C1c2ccccc2C(=O)N1c1cccc2cccnc12	-4	-4	-5	1	-10	1.1	1	-10	38	0.1
O=c1[nH]c(-c2ccc3c(c2)OCO3)nc2c1sc(=S)n2-c1ccccc1	-5	-3	-5	1	-11	1	1	22	51*	1.9
CCOC(=O)c1cc(C(=O)c2ccccc2O)cn2c(=O)c3c(C)c(C)sc3nc12	8	2	-3	1	-4	1	0.9	-14	6	2.6
Oc1ccc(-c2onc(C(F)(F)F)c2-c2cscn2)c(O)c1	14	-4	-6	1	-1	1.1	0.9	-10	-9	2.0
COc1ccc(CC(=O)NC(=S)Nc2ccc(S(=O)(=O)NC(C)(C)C)cc2)cc1	23	-6	-10	1.1	-3	1.1	0.8	-4	2	1.2
COCCN(CCOC)S(=O)(=O)c1ccc(C(=O)NCCCN2CCOCC2)cc1	-1	-3	-5	1	-6	1	1	13	-9	-0.3
CCOC(=O)N1CCC(NC(=O)CCC(=O)N2CC(C)Oc3ccccc32)CC1 (stereo not given)	-4	3	0	1	-5	1	1	-9	-4	0.3
Cc1ccc(CN2CCN(Cc3nc(C(C)C)cs3)CC2CCO)cc1 (stereo not given)	-2	0	-1	1	-1	1	1	2	74*	2.9
O=C(N/N=C/c1ccco1)C1CC1	3	0	2	1	-1	1	1	19	43	-0.6
CCOc1cc(/C=N/NC(=O)c2ccncc2)ccc1OS(C)(=O)=O	16	-1	-10	1	-4	1.1	0.8	11	-2	0.5
Cc1cc(NC(=O)c2ccc(N(C)S(=O)(=O)c3ccccc3)cc2)no1	8	1	-2	1	-3	1	0.9	-13	0	2.5
Cn1c(SCC(=O)Nc2cccc(Br)c2)nnc1-c1cc2ccccc2o1	20	4	-2	1	-3	1	0.8	-6	-3	2.5
CCCc1nc2sc3c(SCC(=O)NCc4ccco4)ncnc3c2c2c1CCC2	1	-7	-6	1.1	-6	1.1	1	-2	0	1.7
CC(O)CNc1ccc(-c2nn(C)c(=O)c3ccccc23)cc1[N+](=O)[O-] (stereo not given)	10	7	-2	0.9	9	1	0.9	-12	10	1.5
CC(NC(=O)CN(C1CCCCC1)S(C)(=O)=O)c1ccccc1 (stereo not given)	7	0	-9	1	-5	1.1	0.9	2	-10	0.6
COc1ccc(C(=O)NCCC(C)C)cc1S(=O)(=O)N1CCOCC1	4	-2	-4	1	-8	1	1	1	-1	2.2
O=C(NCCN1CCOCC1)Nc1ccccc1	4	-7	-9	1.1	-10	1.1	1	·	-5	1.6
Fc1ccc(-n2[nH]nnc2=S)cc1N1CCCC1	6	0	2	1	-5	1	0.9	-20	-2	-1.5
COc1ccc(-n2cc(C#N)c(=O)[nH]c2=O)cc1	14	-5	4	1.1	-9	1	0.9	-17	0	2.0
CCC(C)(C)NC(=O)/C=C/c1ccc(OC)c(S(=O)(=O)N2CCOCC2)c1	0	0	-1	1	-12	1	1	6	3	1.8
O=C(Cn1cnc2c(cnn2-c2ccccc2)c1=O)N1CCN(c2ccc(F)cc2)CC1	13	-6	-8	1.1	-12	1.1	0.9	-19	-9	1.6
Cc1ccc(-c2nnc(Nc3ccc4c(c3)nc(C)n4C)c3ccccc23)cc1	-10	-6	-3	1.1	-10	1	1.1	-3	101*	-1.2
Cc1ccccc1N(C(=O)Cc1cccs1)C(C(=O)NC1CCCCC1)c1cn(C)nc1C (stereo not given)	-3	-4	-7	1	-20	1.1	1	·	13	5.5
CCOC(=O)Cc1csc(NC(=O)c2ccc(OC)c(OC)c2)n1	3	-1	-3	1	-11	1	1	-25	-3	0.9
CCC(=O)N1CCc2cc(S(=O)(=O)CCC(=O)Nc3nc(C)cs3)ccc21	-1	-7	-12	1.1	-11	1.1	1	5	7	-0.6
O=C(CNS(=O)(=O)c1ccc(Br)s1)N1CCN(C(=O)c2ccco2)CC1	-4	-5	-4	1.1	-9	1	1	-2	3	0.3
COC(=O)Cc1cc(=O)n2[nH]c(SC)nc2n1	7	-1	-3	1	-14	1	0.9	2	-4	0.8
O=S(=O)(Nc1ccc(O)cc1)c1cccc2cccnc12	-8	-5	-3	1	-11	1	1.1	-7	-4	0.2

Only bIAP inhibitor, bIAP act and TNAP inh no acc, for some of the entries so far:
canonical_smiles	bIAP inhibitor	bIAP act	TNAP inh no acc
Cc1ccc(-c2nnc(Nc3ccc4c(c3)nc(C)n4C)c3ccccc23)cc1	-10	1.1	-10
Cc1ccccc1N(C(=O)Cc1cccs1)C(C(=O)NC1CCCCC1)c1cn(C)nc1C (stereo not given)	-3	1	-20
CCOC(=O)Cc1csc(NC(=O)c2ccc(OC)c(OC)c2)n1	3	1	-11
CCC(=O)N1CCc2cc(S(=O)(=O)CCC(=O)Nc3nc(C)cs3)ccc21	-1	1	-11

Source: PubChem (several laboratories)
